Screening results as filed in PubChem BioAssay.
DENV2 CPE: inhibitors of DENV2 cytopathic effect; DENV2-infected cells, cytopathic effect rescue, plate reader; CPE inhibition, % at 9.99 µM; 350,000 tested, 1.7% active; AID 651640; in the data active means CPE inhibition above about 20%, passing the limit was not always enough; inconclusive means no clear call, values can overlap the other calls; tested in BHK-21 cells;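 further: 0% = median of neutral control wells and 100% = median of positive control wells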
FN deposit inh: fibronectin deposition inhibition | AH1F fibroblasts, Alexa488-fibronectin deposition fluorescence, overnight | inhibition, % at 12.6 µM | 350,000 tested, 0.086% active | AID 743247;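 active means mean inhibition across replicates of 30% or more, regardless of how many single replicates reach that level; inconclusive means mean under 30% yet at least half of replicates reach 30%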;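 further: positive control wells lacked labelled fibronectin entirely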
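Material: AH1F fibroblast monolayer depositing Alexa488-labelled fibronectin into matrix | Input: 10000 AH1F cells/well | Medium: DMEM plus 2% serum, read in PBS | Reagent: Alexa488-fibronectin, 24 nM final in well | Compound dosing: One dose per compound, pinned | Schedule: 1 h adhesion, overnight exposure | Measured by: Fluorescence at 485 nm excitation, 525 nm emission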
F508del corr: CFTR F508del correction in bronchial cells; CFBE cells, YFP halide quenching; stimulated with forskolin plus potentiator P3; % fluorescence drop versus neutral controls; activity (quench increase), % at 7.58 µM; 350,000 tested, 0.36% active;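 active means mean added fluorescence quench of at least 8% versus neutral control, with both replicates also reaching 8%; inconclusive means only one of the mean or replicate conditions met; inactive means mean below 8% and not both replicates reaching 8%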;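 further: cells transiently co-express mutant CFTR-F508del with the halide-sensitive YFP; corrector assay measuring rescue of mutant channel to the surface after 24 h compound exposure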
GSIS activator: primary screen for activators of insulin secretion dependent on glucose, INS-1E cells, GLuc reporter luminescence | INS-1E GLuc reporter insulin secretion, 2-3 h | activation, % at 16.6 µM | 370,000 tested, 0.61% active | AID 743287;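 active means lowest replicate activation of at least 40%, so every replicate reaches that level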;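 further: 0% = median of neutral control wells and 100% = median of IBMX positive control wells; some compounds called inactive have numbers as strong as hits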
PAX8 inh HTS: PAX8 transcriptional activity inhibition; RMG-I TPO-luciferase reporter, SteadyGlo, 24 h; inhibition, % at 12.6 µM; 360,000 tested, 1.2% active;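 active means mean replicate inhibition at least 60% with every replicate also reaching 60%; inconclusive means only one of the two criteria is met; inactive means mean below 60% and not all replicates reaching 60%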;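 further: luciferase light reporting Pax8 driven TPO promoter activity; plate controls were median of neutral control wells for no effect and mitoxantrone controls for full effect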
EWS-Fli inh: blocks EWS/Fli oncoprotein-driven transcription; A673 NR0B1-luciferase reporter, viability-normalised; inhibition, % at 12.6 µM; 350,000 tested, 0.67% active; AID 651661;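 active means mean inhibition of at least 50% after viability correction, with every replicate also passing that limit; inconclusive means mean reaches 50% but only one of two replicates passes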;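 further: firefly luciferase signal divided by Alamar Blue viability fluorescence both relative to DMSO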
miR-122 sensor: miR-122 inhibition in Huh7 cells; Huh7 miR-122 Renilla luciferase sensor, 48 h; neutral wells = 0, positive control = 100; activation (reporter increase), % at 12.5 µM; 340,000 tested, 0.3% active;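 active means mean replicate activation score at least 90 and every replicate individually at or above 90; inconclusive means only one of the two criteria met; inactive means neither criterion met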;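 further: higher luciferase means less miR-122 activity so hits act as miR-122 inhibitors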
The depositor's hits bear a star; ? = inconclusive; . = no result given; & = joins results of further samples; [ ] = another dose, or the depositor's remark. Not a hit list; 3.9% or so of the library scored in one or more.

The first 15 entries, to show the layout:
Each structure is followed by: DENV2 CPE, FN deposit inh, F508del corr, GSIS activator, PAX8 inh HTS, EWS-Fli inh, miR-122 sensor
#1 O=C(c1ccccc1)N1C[C@@H]2[C@H](c3ccccc31)[C@H](CO)N2Cc1cocn1
 : 2, ., -0.1, 4, 3, 1, 0[16.7 µM]
#2 C=C1c2ccccc2NC(=O)N1c1ccc(OC)cc1
 : -1, 4, ., 1, -4, -13, .
#3 COC(=O)C[C@H]1c2cc(F)ccc2S(=O)(=O)N1C(C)C
 : -7, -3, -2.2, 7, -5, -3, 1
#4 Cc1noc(C)c1S(=O)(=O)N(C)C[C@@H]1OCCCC[C@@H](C)Oc2ccc(NC(=O)Nc3ccccc3)cc2C(=O)N([C@@H](C)CO)C[C@@H]1C
 : 5, 8, 2.7, -18, -14, 7, .
#5 O=S(=O)(Nc1ccccc1C(F)(F)F)c1ccc(-c2ccccn2)s1
 : -5, -4, -2.4, -6, 0, 1, 4
#6 CC(C)CN(CC(C)C)S(=O)(=O)N1CCC(C(=O)NCc2ccc3c(c2)OCO3)CC1
 : -1, -2, -1.3, -50, 8, -3, .
#7 CCc1ccc(Nc2cc(C)nc3ncnn23)cc1
 : -5, 1, 1.6, 34, 13, -17, -3
#8 COc1cccc(C(=O)Nc2cc(C)ccc2NC(=O)COc2ccccc2)c1
 : ., 8, ., 22, ., ., 4
#9 Cc1ccc(C)c(SCC(=O)NC2CCS(=O)(=O)C2)c1 (configuration not stated)
 : ?, 2, 2.2, 3, 2, -8, .
#10 C[C@@H]1CCCCO[C@H](CN(C)C(=O)Nc2ccc3c(c2)OCO3)[C@H](C)CN([C@@H](C)CO)C(=O)c2cc(NC(=O)Nc3ccc(F)cc3)ccc2O1
 : 3, ., 1.1, 1, 11, -10, -2[16.7 µM]
#11 Cc1ccc(N(CC(=O)NCc2ccccc2)S(=O)(=O)c2c(C)noc2C)cc1
 : 7, -6, -3.2, 10, 2, ., -3
#12 CN(C)CC#Cc1ccc([C@H]2[C@@H](CO)N3C(=O)CN(C(=O)c4cccnc4)C[C@@H]23)cc1
 : -2, ., -1.3, 2, -14, 1, .
#13 NC(N)=Nc1nc2ccccc2o1
 : 6, -7, 4.9, 18, 8, -12, 0
#14 Cn1c(=O)c2c(nc(NCC3CCCO3)n2Cc2cccc(Br)c2)n(C)c1=O (configuration not stated)
 : ., 2, ., ., -1, ., 9
#15 CC(=O)N1CC(=O)N2[C@H](CO)[C@H](c3ccc(-c4cccc(C(=O)N(C)C)c4)cc3)[C@@H]2C1
 : -12, ., -1.2, -4, -16, 4, .

All compounds of this part, repeating the preview:
Each structure is followed by: DENV2 CPE, FN deposit inh, F508del corr, GSIS activator, PAX8 inh HTS, EWS-Fli inh, miR-122 sensor
#1 O=C(c1ccccc1)N1C[C@@H]2[C@H](c3ccccc31)[C@H](CO)N2Cc1cocn1
 : 2, ., -0.1, 4, 3, 1, 0[16.7 µM]
#2 C=C1c2ccccc2NC(=O)N1c1ccc(OC)cc1
 : -1, 4, ., 1, -4, -13, .
#3 COC(=O)C[C@H]1c2cc(F)ccc2S(=O)(=O)N1C(C)C
 : -7, -3, -2.2, 7, -5, -3, 1
#4 Cc1noc(C)c1S(=O)(=O)N(C)C[C@@H]1OCCCC[C@@H](C)Oc2ccc(NC(=O)Nc3ccccc3)cc2C(=O)N([C@@H](C)CO)C[C@@H]1C
 : 5, 8, 2.7, -18, -14, 7, .
#5 O=S(=O)(Nc1ccccc1C(F)(F)F)c1ccc(-c2ccccn2)s1
 : -5, -4, -2.4, -6, 0, 1, 4
#6 CC(C)CN(CC(C)C)S(=O)(=O)N1CCC(C(=O)NCc2ccc3c(c2)OCO3)CC1
 : -1, -2, -1.3, -50, 8, -3, .
#7 CCc1ccc(Nc2cc(C)nc3ncnn23)cc1
 : -5, 1, 1.6, 34, 13, -17, -3
#8 COc1cccc(C(=O)Nc2cc(C)ccc2NC(=O)COc2ccccc2)c1
 : ., 8, ., 22, ., ., 4
#9 Cc1ccc(C)c(SCC(=O)NC2CCS(=O)(=O)C2)c1 (configuration not stated)
 : ?, 2, 2.2, 3, 2, -8, .
#10 C[C@@H]1CCCCO[C@H](CN(C)C(=O)Nc2ccc3c(c2)OCO3)[C@H](C)CN([C@@H](C)CO)C(=O)c2cc(NC(=O)Nc3ccc(F)cc3)ccc2O1
 : 3, ., 1.1, 1, 11, -10, -2[16.7 µM]
#11 Cc1ccc(N(CC(=O)NCc2ccccc2)S(=O)(=O)c2c(C)noc2C)cc1
 : 7, -6, -3.2, 10, 2, ., -3
#12 CN(C)CC#Cc1ccc([C@H]2[C@@H](CO)N3C(=O)CN(C(=O)c4cccnc4)C[C@@H]23)cc1
 : -2, ., -1.3, 2, -14, 1, .
#13 NC(N)=Nc1nc2ccccc2o1
 : 6, -7, 4.9, 18, 8, -12, 0
#14 Cn1c(=O)c2c(nc(NCC3CCCO3)n2Cc2cccc(Br)c2)n(C)c1=O (configuration not stated)
 : ., 2, ., ., -1, ., 9
#15 CC(=O)N1CC(=O)N2[C@H](CO)[C@H](c3ccc(-c4cccc(C(=O)N(C)C)c4)cc3)[C@@H]2C1
 : -12, ., -1.2, -4, -16, 4, .
#16 CCn1c(C)cc(/C=C2/SC(=S)N(CC(=O)O)C2=O)c1C
 : ., -21, 0.0, -5, 18, 14, .
#17 C[C@@]12C(=O)Nc3cc(F)ccc3C(=O)N1[C@H]1c3cc(Br)ccc3OC[C@@H]1[C@@H]2c1ccccc1
 : 15, -4, 1.0, -12, -2, 50, -6
#18 CC1=CC2=NC(=O)/C(=C\c3cccn3CCOc3ccccc3C)C(=N)N2O1
 : 8, 4, ., 1, 2, 2, 147*
#19 Cn1cccc1Cc1nnc(SCC(=O)NC2CCCC2)n1CCc1ccccc1
 : -8, 2, -3.3, 3, 6, 5, .
#20 O=c1[nH]c(Cc2ccccc2)nc2ccccc12
 : -6, 0, ., 3, -15, 0, .
#21 C[C@H](CO)N1C[C@H](C)[C@@H](CN(C)Cc2cccnc2)Oc2ncc(C#CC3(O)CCCC3)cc2C1=O
 : 8, -4, -2.0, 9, ., -3, 7[16.7 µM]
#22 COc1cccc(NC(=O)CN(C)C(=O)c2cccc(S(=O)(=O)Nc3ccc(C)cc3)c2)c1
 : 4, -5, -4.1, -20, 14, -8, 62
#23 CCN(C(=O)C1CCN(S(=O)(=O)c2cccc3nonc23)CC1)c1ccccc1
 : 5, 7, -1.3, -21, 26, -5, .
#24 Cc1cnc(CN2CCc3c([nH]c4ccccc34)C2CC(C)C)[nH]1 (configuration not stated)
 : -3, -1, -0.3, -12, 8, 11, 2
#25 Cc1ccccc1CNC(=O)CCc1ccccc1
 : -2, 6, -0.8, -8, -2, 10, 2
#26 CC(=O)Nc1ccc(NC(=O)CS(=O)(=O)c2cn(CC(=O)N3CCCC3)c3ccccc23)cc1
 : -2, -3, -2.5, ., ., -4, .
#27 COc1ccc(-c2cc3ccc(OC)cc3cn2)cc1
 : -18, -13, -0.5, -6, 18, 58*, 1
#28 CCCNC(=O)c1ccccc1NC(=O)COc1ccc(OC)cc1
 : ., -8, ., 57*, ., ., 1
#29 COC(=O)C1CCC(=O)N1C(c1ccc(OC)cc1)c1cc(OC)c(OC)c(OC)c1 (configuration not stated)
 : -10, -26, 3.5, 15, 75*, 40, 68
#30 OC(COc1ccccc1)CN1CCN(c2ccccc2)CC1 (configuration not stated)
 : -2, 3, -1.5, -2, -2, 1, 2
#31 C=CCNc1nc(N)c([N+](=O)[O-])c(N2CCCCCC2)n1
 : -3, 10, 0.2, 18, -1, 10, .
#32 CCOC(=O)Cn1ncc(-c2ccccc2)c1N
 : ., -2, ., ., -38, ., 9
#33 CCOc1ccc(CCNC(=O)COC(=O)c2cccc(OC)c2O)cc1OCC
 : -3, -3, 2.0, -3, 10, 6, .
#34 CCNC(=S)Nc1ccc(Cl)c(C(F)(F)F)c1
 : ., -1, ., -21, 5, ., 22
#35 COc1ccc(OC)c(Nc2ncnc3ccc(Br)cc23)c1
 : -3, -15, -7.2, 0, 3, 0, .
#36 COc1ccc(/C=C2\SC(=O)N=C2N)cc1OC
 : -1, 2, -1.4, 10, -13, 11, .
#37 Cc1ccc(C(=O)Nc2cccc(C(F)(F)F)c2)cc1Nc1cncnc1
 : -21, 3&-8, -3.1&-4.0, 3, 28&8, 0&-20, -2&7
#38 CSc1sc(-c2ccnc(SCC(=O)C(C)(C)C)n2)c2c1C(=O)CC(C)(C)C2
 : 0, -4, -3.7, -12, 3, 3, 1
#39 CCC(=O)Nc1ccc2c(c1)C(=O)N(C)C[C@H](OC)[C@H](C)CN(C(=O)c1ccccn1)[C@H](C)CO2
 : -1, 7, -2.4, 20, 2, -6, .
#40 O=C(c1ccc(Cl)c(S(=O)(=O)N2CCCCC2)c1)N1CCN(Cc2ccccc2)CC1
 : 1, 3, 2.1, 0, 21, 11, .
#41 CC(=O)N(C(C)=O)N1C(=O)C2C3c4ccccc4C(c4ccccc43)C2C1=O (configuration not stated)
 : -4, 3, -4.3, -6, 16, 8, .
#42 CC(C)(C)NC(=O)CN1CCC(NC(=O)C23CC4CC(CC(C4)C2)C3)CC1
 : -1, -12, -1.1, -2, 10, 0, .
#43 Cc1cccc(OCC(=O)NNC(=O)c2cccs2)c1
 : -3, -15, 2.1, -1, -20, -10, .
#44 C[C@@H]1CN([C@H](C)CO)C(=O)c2cc(Br)cnc2O[C@H]1CN(C)C(=O)C1CCOCC1
 : -10, ., -0.3, 15, ., -4, -10[16.7 µM]
#45 COC(=O)c1cc(C(=O)OCC(=O)NCc2cccs2)cc([N+](=O)[O-])c1
 : 5, -5, 0.2, 6, 13, -3, .
#46 CC(C)(C)c1cc(N)on1
 : -5, 0, 0.5, 3, 35, 2, -4
#47 CN1CCCCN2[C@H](C1)[C@H](c1ccc(-c3cccnc3)cc1)[C@@H]2CO
 : 1, ., 2.8, -7, -11, -6, 6[16.7 µM]
#48 Cn1c(-c2ccco2)nc2cc3ccccc3cc21
 : ., 6, ., ., -1, ., 22
#49 CCOC(=O)N1CCN(Cc2nc(-c3ccccc3)no2)CC1
 : ., -4, ., ., 9, ., -1
#50 Cc1cc(/C=N/NC(=O)CC#N)c(C)n1-c1ccc([N+](=O)[O-])cc1
 : -6, 3, -0.3, -6, -21, 11, .
#51 Cc1ccc(NC(=O)CSc2nnc3ccccn23)cc1S(=O)(=O)N1CCOCC1
 : 4, -6, -3.2, -11, 8, 6, 2
#52 COc1ccc(CCNC(=O)/C(C#N)=C2\N=C(NC(=O)c3cccs3)c3ccccc32)cc1
 : -1, -1, ., ., 6, -2, .
#53 CCOC(=O)c1cnc2c(ccc3ccccc32)c1NCCCN(C)C
 : 1, 5, 3.2, ., -41, -59, -2
#54 CCOC(=O)n1n[n+]([O-])c2ccccc21
 : ., 5, ., 9, -6, ., .

Sorted by molar mass (largest number first): part of the list above.
Each structure is followed by: DENV2 CPE, FN deposit inh, F508del corr, GSIS activator, PAX8 inh HTS, EWS-Fli inh, miR-122 sensor
#41 CC(=O)N(C(C)=O)N1C(=O)C2C3c4ccccc4C(c4ccccc43)C2C1=O (configuration not stated)
 : -4, 3, -4.3, -6, 16, 8, .
#43 Cc1cccc(OCC(=O)NNC(=O)c2cccs2)c1
 : -3, -15, 2.1, -1, -20, -10, .
#46 CC(C)(C)c1cc(N)on1
 : -5, 0, 0.5, 3, 35, 2, -4
